FBPA Giardia inh: Giardia lamblia aldolase inhibition; A8B2U2; purified Giardia FBPA; Potency, µM (titrated, usually from 59.6 µM), for inactives: at the highest dose activity, negative = inhibition, usual class: inhibitors; actives 0.71% (n = 290,000); AID 2451; also: potency is read from the fitted curve at half-maximal effect; % is scaled to controls: 0 for no effect and ±100 for the full control effect; nearly all actives have a fitted effect of over 55% in size
Target sequence (A8B2U2 whole entry, looked up): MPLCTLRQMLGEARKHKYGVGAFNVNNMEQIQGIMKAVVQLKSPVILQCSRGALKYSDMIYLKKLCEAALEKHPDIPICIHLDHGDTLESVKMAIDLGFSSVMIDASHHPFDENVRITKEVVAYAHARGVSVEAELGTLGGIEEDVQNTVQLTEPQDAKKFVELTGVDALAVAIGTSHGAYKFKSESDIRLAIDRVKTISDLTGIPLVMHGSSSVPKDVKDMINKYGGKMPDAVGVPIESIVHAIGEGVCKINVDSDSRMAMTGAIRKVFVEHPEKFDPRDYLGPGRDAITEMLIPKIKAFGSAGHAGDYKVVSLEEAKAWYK
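Giardia FBPA (40 nM reagent) was preincubated 10 min at RT with compound (up to 57.5 uM final), then substrate plus GAPDH/TPI/NAD/arsenate coupling system with diaphorase/resazurin was added; resorufin fluorescence (525/598 nm) was read after 20 min.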
Cycloheximide cs: counter-screen for Shiga toxin inhibitors: cycloheximide protein synthesis inhibition; cell reporter, cycloheximide protein synthesis inhibition counterscreen; max response, %; actives 12% (n = 300,000); AID 2314; in the data active = max response mostly above about 13%, no sharp cut-off; inactive = mostly below about 14%; also: read at 38.3 µM for the half of the compounds with a filed dose; 0% is about no effect
Sm TGR block: blocks Schistosoma mansoni thioredoxin glutathione reductase | purified TGR, DTNB reduction, TNB absorbance 405 nm | Q962Y6 | actives 3% (n = 360,000) | Potency, µM (top dose mostly 114 µM), for inactives: at the top dose activity change, negative = inhibition, most hits filed as inhibitors; also: potency is read from the fitted curve at half-maximal effect; % is scaled to controls: 0 for no effect and ±100 for the full control effect; nearly all actives have a fitted effect of over 60% in size
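Kinetic colorimetric format: TGR-catalysed, NADPH-driven DTNB reduction monitored via TNB absorbance. Enzyme dispensed at 20 nM; compound exposure 15 min at room temperature before reaction start.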
Pf growth 96h: inhibits malaria parasite growth, 96 h; actives 6.9% (n = 320,000); AID 504834; P. falciparum luciferase reporter growth, 96 h; Potency, µM (top dose mostly 28.7 µM), for inactives: top-dose activity change, negative = inhibition, most hits filed as inhibitors; also: potency is read from the fitted curve at half-maximal effect; % is scaled to controls: 0 for no effect and ±100 for the full control effect
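96 h incubation, 37 C, 5% CO2, of luciferase-reporter P. falciparum-infected RBCs (2% hematocrit, 0.05% parasitemia final) with test compounds; endpoint luminescence.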
Pf growth 48h: P. falciparum growth inhibition at 48 hours (one generation) | Potency, µM (top dose mostly 28.7 µM), for inactives: at the top dose activity change, negative = inhibition, hits mostly inhibitors | AID 504832 | actives 5.9% (n = 310,000) | P. falciparum luciferase growth in erythrocytes, 48 h; also: potency is read from the fitted curve at half-maximal effect; % is scaled to controls: 0 for no effect and ±100 for the full control effect
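A one-generation exposure of luciferase-tagged malaria parasites in RPMI 1640/Albumax erythrocyte culture, 37 C and 5% CO2. Inhibition is inferred from decreased luminescence after adding detection reagent.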
Shiga inhibitor: blocks Shiga toxin action in Vero cells; Vero cells, Shiga toxin protein synthesis inhibition reporter; inhibition, % at 38.7 µM; actives 9.2% (n = 290,000); AID 2315; in the data active = inhibition mostly above about 28%, no sharp cut-off; inactive = mostly below about 43%; also: 0% is about no effect
Starred values were filed as active, the others as inactive; ? = inconclusive; · = not tested or not shown; & = joins results of further samples; ! = not active in a repeat; [ ] = remark or other dose. Unless noted, calls follow the shape of the dose curve; as a rule, active = well fitted curve in the direction sought with a large enough effect; inconclusive = small, poorly fitted or top-dose-only effect, or another doubt; inactive = no such curve, though single readings can be large; an effect the other way counts as inactive or inconclusive.

| Compound | FBPA Giardia inh | Cycloheximide cs | Sm TGR block | Pf growth 96h | Pf growth 48h | Shiga inhibitor |
| --- | --- | --- | --- | --- | --- | --- |
| CCOC(=O)c1cc2sccc2n1CC(=O)O | -4% | 12 | 2% | 15% | · | -21 |
| O=C(CNc1cccc2ccccc12)c1ccc([N+](=O)[O-])cc1 | ? | -3 | ? | -14% | -5% | -3 |
| Cc1cc2cc(CNC(=O)Nc3cccc(Cl)c3)ccc2n1C | -14% | 5 | -6% | 2% | -9% | 32 |
| NC(=O)c1ccc(NC(=O)C2CC(=O)N(c3ccc4c(c3)OCCO4)C2)cc1 (configuration not stated) | · | · | -13% | -4% | -5% | · |
| CN1CCCC(OC(=O)c2ccccc2Br)C1 (configuration not stated) | -12% | 7 | 3% | -10% | 36% | 14 |
| CCC(C)NC(=O)c1ccc(CSc2nc3ccncc3n2Cc2ccc(F)cc2)cc1 (configuration not stated) | 2% | 8 | -14% | -12% | ? | 11 |
| CC(C)(C)NS(=O)(=O)c1cccc(S(=O)(=O)c2cccc(S(=O)(=O)NC(C)(C)C)c2)c1 | 4% | 39 | 15% | ? | ? | 110 |
| COCCN=C1N[C@@H](c2ccccc2)C(C(=O)OC)=C(C)N1Cc1ccccc1 | 6%&-10% | -2&-1 | 22µM*! | ? | 11%&-2% | -4&-4 |
| CN(CC1CCOCC1)C(=O)c1ccc2nc(Cc3cccc(Cl)c3)oc2c1 | · | 8 | -7% | ? | -15% | 9 |
| CCOc1cc(C2/C(=C(\O)c3cc(C)ccc3C)C(=O)C(=O)N2CCN(C)C)ccc1O (configuration not stated) | -6% | -6 | ? | 10% | · | -2 |
| CCOc1ccc(-n2c(SCC(=O)Nc3ccc(OC)cc3)nc3sc4c(c3c2=O)CCN(C)C4)cc1 | 4% | -4 | 5% | ? | ? | 4 |
| N#CC(C#N)=Cc1ccc(OCC(=O)N2CCOCC2)cc1 | -13% | 16 | 2.5µM* | ? | ? | 18 |
| O=C(Nc1nccs1)c1cccc(S(=O)(=O)N2CCCC2)c1 | -8% | 7 | -3% | 79%[activator] | 1% | 4 |
| O=C1/C(=C/c2ccccc2F)SC(=S)N1CC(=O)N1CCCCC1c1cccnc1 (configuration not stated) | · | -4 | 1% | 15µM* | -7% | 9 |
| CCOC(=O)c1cc(-c2cccs2)nn1CCC#N | 1% | 8 | 19%[11.4 µM] | 79%[activator] | · | -4 |
| NC(=O)CCn1nc(-c2ccccc2)c2ccccc2c1=O | -11% | 5 | 4% | 21% | 5% | 10 |
| O=C(Oc1ccc2c(c1)C(=O)c1ccccc1CO2)c1ccccc1 | 0% | 11 | -5% | ? | · | 37 |
| Cc1ccsc1/C=N/N1CCN(c2ccccc2)CC1 | 2%[12.9 µM] | 71* | 12% | 208%[activator] | 43%[activator] | 60* |
| Cn1c(=O)[nH]c(=O)c2c1nc(Br)n2Cc1ccccc1Cl | -7% | 2 | 8% | 4% | ? | -19 |
| O=C(NCc1cccnc1)C1c2ccccc2C(=O)N1Cc1ccccc1 (configuration not stated) | -5% | -4 | -4% | ? | · | 30 |

Rewritten field by field: part of the list above.
> O=C1/C(=C/c2ccccc2F)SC(=S)N1CC(=O)N1CCCCC1c1cccnc1 (configuration not stated)
  FBPA Giardia inh: ·
  Cycloheximide cs: -4
  Sm TGR block: 1%
  Pf growth 96h: 15µM*
  Pf growth 48h: -7%
  Shiga inhibitor: 9
> CCOC(=O)c1cc(-c2cccs2)nn1CCC#N
  FBPA Giardia inh: 1%
  Cycloheximide cs: 8
  Sm TGR block: 19%[11.4 µM]
  Pf growth 96h: 79%[activator]
  Pf growth 48h: ·
  Shiga inhibitor: -4
> NC(=O)CCn1nc(-c2ccccc2)c2ccccc2c1=O
  FBPA Giardia inh: -11%
  Cycloheximide cs: 5
  Sm TGR block: 4%
  Pf growth 96h: 21%
  Pf growth 48h: 5%
  Shiga inhibitor: 10
> O=C(Oc1ccc2c(c1)C(=O)c1ccccc1CO2)c1ccccc1
  FBPA Giardia inh: 0%
  Cycloheximide cs: 11
  Sm TGR block: -5%
  Pf growth 96h: ?
  Pf growth 48h: ·
  Shiga inhibitor: 37

New compounds follow
| Compound | FBPA Giardia inh | Cycloheximide cs | Sm TGR block | Pf growth 96h | Pf growth 48h | Shiga inhibitor |
| --- | --- | --- | --- | --- | --- | --- |
| O=C(O)c1cccc(Cn2cc(Br)cn2)c1 | 15% | -5 | 2% | · | 11% | -13 |
| N#C[C@H]1[C@H](c2ccccc2)[C@](C#N)(C(=O)c2ccccc2)[C@@H]2C=Cc3ccccc3N21 | · | 42* | ? | -13% | ? | 55 |
| CCOc1ccccc1N1CC(C(=O)N(Cc2nnc(-c3ccccc3Cl)o2)C2CC2)CC1=O (configuration not stated) | · | · | -4% | 9.3µM* | ? | · |
| O=C(O)C1CC1C(=O)Nc1cc(F)ccc1F (configuration not stated) | 5% | -2 | -7% | -1% | 38%[activator] | -4 |
| O=C(O)c1cc2n(n1)C(C(F)(F)F)CC(c1ccccc1)N2 (configuration not stated) | -4% | -2 | -28% | 13% | 24% | -8 |
| CSc1nsc(SCC(=O)N2CCc3ccccc32)n1 | 4% | 7 | -7% | 0% | ? | 22 |
| CS(=O)(=O)N(CC(=O)N/N=C/c1ccccc1C(=O)O)c1cccc(Cl)c1Cl | -2% | 1 | 17% | 33%[activator] | 19% | 2 |
| Cc1c(CNC(=O)c2cnn3c2NC(c2ccccc2)CC3C(F)(F)F)cnn1C (configuration not stated) | 6% | -2 | -15% | ? | 2% | -25 |
| CN(C)c1nc(N)ncc1-c1ccc(Oc2ccccc2)cc1 | 7% | -2 | -6% | ? | ? | 18 |
| O=C(NNC(=O)c1csc(N2CCOCC2)n1)c1ccc(Cl)nc1 | · | · | -1% | ? | ? | · |
| CCC1CCCCN1C(=S)NC(=O)c1ccc([N+](=O)[O-])cc1 (configuration not stated) | -21% | -1 | -17% | -7% | 20% | -6 |
| O=C(CSc1nccc(=O)[nH]1)c1ccco1 | -28% | -2 | -13% | 18% | 12% | 2 |
| CCOc1ccccc1/C=C/c1onc(C)c1S(=O)(=O)N1CCC(C(=O)N2CCCCCC2)CC1 | · | -2 | 3% | ? | 7.4µM* | -7 |
| Cc1cccc(/C=N/N2CCN(c3ccccc3)CC2)c1 | 1% | 42* | 2% | 19% | 101%[activator] | 73* |
| CCc1nn(CC(=O)N2CCN(C)CC2)c(=O)c2cccn12 | 6% | 2 | 3% | 24% | 4% | -1 |
| Cc1ccccc1C(=O)Nc1nc(-c2cccnc2)cs1 | -20% | 20* | 4% | -27% | -4% | 28 |
| Cc1ccc(-n2ncc3c(=O)n(CC(=O)NC4CCCC4)cnc32)cc1C | 3% | -5 | ? | · | 24% | -15 |
| S=C(NCC1CCCO1)Nc1ccccc1 (configuration not stated) | 1% | 1 | -23% | 43%[activator] | 43%[activator] | 6 |
| COC(=O)c1ccc(/C=C2/SC(=S)N(CCC(=O)NCCCN3CCOCC3)C2=O)cc1 | · | 2 | 4% | ? | 0% | -4 |
| Cc1occc1-c1nnc(SCC(=O)N(C)c2ccccc2)n1C | · | · | -14% | 1% | -20% | · |

| Compound | FBPA Giardia inh | Cycloheximide cs | Sm TGR block | Pf growth 96h | Pf growth 48h | Shiga inhibitor |
| --- | --- | --- | --- | --- | --- | --- |
| COc1cc(SC)ccc1C(=O)N(CC(=O)Nc1ccccc1Br)Cc1ccco1 | · | · | ? | ? | ? | · |
| Cc1ccccc1N1C(=O)C2CCCN2C1=S (configuration not stated) | · | · | -1% | ? | ? | · |
| COc1ccc2c(-c3ccccc3)cc(SC(C)C(N)=O)nc2c1 (configuration not stated) | 11% | -2 | -5% | ? | 10µM* | -9 |
| COc1ccc(OC)c(NC(=O)Nc2cccc(Cn3cccn3)c2)c1 | 16% | 8 | -1% | ? | 0% | 7 |
| O=C(c1ccccc1)c1nc[nH]c1C(=O)Nc1ccccn1 | -19% | 9 | -4% | · | 35%[activator] | -14 |
| CCCCn1c(N)c(N(CC(C)C)C(=O)c2cccc(S(=O)(=O)N(C)c3ccc(C)cc3)c2)c(=O)[nH]c1=O | · | · | -8% | ? | 6.6µM* | · |
| O=C(NC(=S)NC1CCSC1=O)c1ccc([N+](=O)[O-])cc1 (configuration not stated) | · | 12 | ? | 10µM* | 25% | -13 |
| CC1(C)Oc2ccc(C(=O)NN)cc2NC1=O | -15% | 3 | 7% | -3% | 14% | 20 |
| COc1ccc(CCNc2oc(-c3cccc4ccccc34)nc2P(=O)(OC)OC)cc1OC | -3% | -1 | 8% | ? | ? | 3 |
| Cn1c(SCC(=O)c2ccc3c(c2)Cc2ccccc2-3)nnc1-c1ccccc1 | · | -2 | -12% | 9% | 1% | -10 |
| CCCn1c(SCC(=O)Nc2ccccc2Cl)nc(O)cc1=O | · | · | -9% | ? | ? | · |
| Cc1cc(C)n2nc(C(=O)Nc3ccc(N4CCOCC4)cc3)nc2n1 | -12% | 2 | -3% | 6% | 20% | -13 |
| O=C(NCCc1ccccc1)C1CCC(=O)N1CCc1ccccc1 (configuration not stated) | 1% | -6 | -2% | -21% | -27%[0.00184 µM] | -12 |
| Cc1ccc(Nc2nc(CSc3nnc(-c4ccccc4)n3C)cs2)cc1 | -6% | 32* | -22% | ? | 80%[activator] | 52* |
| NC(=O)c1cc[n+](Cc2ccccc2Cl)cc1 | -5% | -4 | -2% | -8% | 28% | · |
| CCN(CC)S(=O)(=O)c1cccc(C(=O)NC(Cc2c[nH]c3ccccc23)c2nnc3n2CCC3)c1 (configuration not stated) | 3% | -2 | -11% | 8.3µM* | 9.3µM* | -7 |
| O=C(NC1CC1)c1nc2c(nnn2Cc2ccccc2Cl)c(=O)[nH]1 | -6% | -2 | 1% | -28% | 12% | -11 |
| CCC1(C)Cc2c(C#N)c(N)n(N)c(=S)c2CO1 (configuration not stated) | -1% | -1 | -7% | 0% | ? | 0 |
| CC(C)C(O)(C#CCN1CCCC1)c1ccccc1 (configuration not stated) | · | 12 | ? | ? | ? | 7 |
| O=[N+]([O-])c1ccc(/C=N/n2c(COc3ccccc3)n[nH]c2=S)cc1 | 18% | -5 | -25% | 3% | 4% | -15 |
| Cc1csc(NC(=O)c2ccc(N3CCCC3=O)cc2)n1 | -7% | 7 | 1% | 241%[activator] | 104%[activator] | 17 |
| Cc1ccc(C(C)C)cc1OCC(=O)NC1CCCCCCC1 | · | · | -1% | ? | ? | · |
| COc1cc(/C=N/n2c(C3CCCCC3)n[nH]c2=S)cc(OC)c1O | 3% | -1 | -7% | 1% | -13% | -5 |

Some entries already given, limited to Pf growth 48h, Sm TGR block and Shiga inhibitor.
smiles | Pf growth 48h | Sm TGR block | Shiga inhibitor
O=C(NCCc1ccccc1)C1CCC(=O)N1CCc1ccccc1 (configuration not stated) | -27%[0.00184 µM] | -2% | -12
COc1cc(/C=N/n2c(C3CCCCC3)n[nH]c2=S)cc(OC)c1O | -13% | -7% | -5
CCN(CC)S(=O)(=O)c1cccc(C(=O)NC(Cc2c[nH]c3ccccc23)c2nnc3n2CCC3)c1 (configuration not stated) | 9.3µM* | -11% | -7

Source: PubChem BioAssay (National Center for Advancing Translational Sciences (NCATS))
